# High-throughput results from PubChem.
# GSK3beta inhib: human GSK3beta kinase inhibitors, primary screen, biochemical, cell-free homogeneous, HTS; Glycogen synthase kinase-3 beta (Homo sapiens), P49841; actives 0.038% (n = 300,000); GST-GSK3beta kinase, ADP-Glo luminescence, 60 min; stronger effect = lower value; activity score (negative = inhibition), % at 10 µM;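 active = more than half of replicate wells score below -50%, meaning over 50% inhibition versus plate controls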;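 note: 0% = median DMSO wells and -100% = median GW8510 positive control wells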
# Target sequence (P49841 whole entry, looked up): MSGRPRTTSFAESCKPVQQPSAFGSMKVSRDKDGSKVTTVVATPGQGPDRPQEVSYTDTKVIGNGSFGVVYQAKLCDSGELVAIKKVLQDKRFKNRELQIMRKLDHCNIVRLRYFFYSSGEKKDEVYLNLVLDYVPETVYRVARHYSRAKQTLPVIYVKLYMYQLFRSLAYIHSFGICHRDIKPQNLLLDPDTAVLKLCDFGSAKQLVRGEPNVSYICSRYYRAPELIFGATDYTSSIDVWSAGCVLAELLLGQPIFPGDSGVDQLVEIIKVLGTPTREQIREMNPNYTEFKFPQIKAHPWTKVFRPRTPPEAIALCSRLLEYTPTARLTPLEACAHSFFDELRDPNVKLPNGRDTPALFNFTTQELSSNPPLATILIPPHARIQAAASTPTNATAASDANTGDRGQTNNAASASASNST
#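 Test system: GST-tagged human GSK3beta kinase, cell-free; evaluation: activity score scaled between in-plate DMSO and GW8510 controls; measured by: ADP-Glo luminescence; incubation: 60 min reaction, RT; benchmarks: DMSO and 20 µM GW8510; reagent: peptide substrate plus 25 µM ATP (final); medium: Tris/MgCl2 kinase buffer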
# AI-2 QS modul: Vibrio harveyi AI-2 quorum sensing modulators, primary screen, JMH597 strain, luminescence/OD600 ratio. Vibrio harveyi JMH597 AI-2 luminescence/OD600 ratio, 9 h; stronger effect = lower value; strain lacks LuxN and CqsS sensors; 0 = neutral-control median. activity change, % at 7.5 µM. actives 0.4% (n = 300,000); in the data active = activity change below about -75%, passing the limit was not always enough;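 note: luminescence divided by OD600 gain over 9 h not by final OD600 alone; inactives centre near 13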
# HSF1 activator: HSF-1 activators, primary screen, NIH3T3-HGL cells, MG132 stress, luminescence, single point; NIH3T3-HGL HSF-1 luciferase reporter, 8 h; 100% = twice DMSO control signal; activation, % at 9 µM; actives 1.7% (n = 300,000);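 active = mean replicate activation of at least 50% with a set share of replicates each reaching 50%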;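 note: 0% = median of the neutral control wells and 100% = twice that signal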
# HSF1 inh: HSF1 inhibitors in luciferase reporter cells, primary screen, cell-based, NIH3T3, luminescence. actives 0.77% (n = 300,000). NIH3T3-HGL HSE-luciferase, MG132-induced, luminescence 8 h; stronger effect = lower value. activity change, negative = inhibition, % at 7.5 µM (by protocol);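 active = more than half of replicate wells show activity change below -50%, luminescence cut by over half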;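 note: luciferase reports HSF-1 transcriptional activity via heat shock element; 0% = median of DMSO wells and -100% = zero luminescence signal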
# HIF activator: HIF pathway transcriptional activators, primary screen, cell-based, U2OS HRE-luciferase, luminescence. U2OS HRE-luciferase reporter; normalized: DMSO 0%, desferrioxamine 100%. AID 1910, 2009. activation, % at 7.5 µM (by protocol). actives 0.32% (n = 300,000);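 active = mean activation of at least 10% of the iron chelator positive control signal, with at least half of replicates also reaching 10%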
# IEC-6 tox: cytotoxicity in IEC-6 intestinal epithelial cells, primary screen, cytotoxicity control for KLF5 inhibitor project, cell-based, luminescence | actives 0.78% (n = 290,000) | IEC-6 cytotoxicity, luminescence viability | inhibition, % at 5 µM | AID 1825, 2009; in the data active = inhibition above about 22%;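 note: 0% = plate median of test compound wells and 100% = cytotoxic reference compound wells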
# aSyn UTR inh: MLPCN primary screen, SNCA 5' untranslated region; alpha-synuclein 5'UTR reporter, inhibitor activity; inhibition, % (tested at 7.5 µM); actives 0.82% (n = 300,000); AID 1813, 2009; in the data active = inhibition above about 60%;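 note: H4 neuroglioblastoma cells stably carrying SNCA 5'UTR luciferase fusion; 0% = DMSO wells and 100% = positive control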
# KLF5 inhibitor: KLF5 expression inhibitors, primary screen, DLD-1 cells, luminescence | DLD-1 KLF5 promoter-luciferase reporter | inhibition, % at 5 µM | actives 0.23% (n = 290,000) | AID 1700, 2009;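 active = inhibition above a per-plate limit of that plate's mean compound inhibition plus 3 SD, cut at about 60% in these data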;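 note: 0% = DMSO wells and 100% = LY294002 at 200 µM; higher means less KLF5 promoter-driven luciferase light; inactives centre near -14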
# GSK3A inh: blockers of GSK3A enzyme activity – biochemical, luminescence, cell-free homogeneous, HTS, primary screen; Glycogen synthase kinase-3 alpha (Homo sapiens), P49840; actives 0.1% (n = 320,000); inhibition, % at 10 µM; AID 2650, 2010; GSK-3 alpha kinase, ADP-Glo luminescence, 60 min;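 in the data active = inhibition above about 50%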;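 note: GST-tagged GSK-3 alpha with peptide substrate and 25 µM ATP; 0% = DMSO neutral wells and 100% = GW8510 positive control wells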
# Target sequence (P49840 whole entry, looked up): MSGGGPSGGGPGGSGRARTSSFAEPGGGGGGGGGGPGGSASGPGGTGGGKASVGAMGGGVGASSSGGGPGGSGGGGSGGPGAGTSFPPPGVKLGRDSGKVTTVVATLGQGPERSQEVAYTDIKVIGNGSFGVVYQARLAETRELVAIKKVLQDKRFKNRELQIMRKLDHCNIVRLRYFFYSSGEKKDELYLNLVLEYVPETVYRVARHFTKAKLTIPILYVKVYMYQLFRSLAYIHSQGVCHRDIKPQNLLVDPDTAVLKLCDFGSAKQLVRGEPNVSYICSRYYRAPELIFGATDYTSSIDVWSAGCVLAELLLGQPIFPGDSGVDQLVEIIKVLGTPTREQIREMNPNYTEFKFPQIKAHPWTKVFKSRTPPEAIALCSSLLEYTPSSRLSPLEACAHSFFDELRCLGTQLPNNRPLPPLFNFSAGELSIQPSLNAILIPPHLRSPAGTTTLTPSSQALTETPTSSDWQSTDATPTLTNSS
# HSP90 inh: HSP90 inhibitors, primary screen, cell lysate, luminescence; inhibition, % at 5.6 µM; Heat shock protein HSP 90 (rabbit reticulocyte lysate; luciferase refolding); actives 0.91% (n = 290,000); AID 1789, 2009; Rabbit reticulocyte lysate, luciferase refolding luminescence, 3 h;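 active = inhibition above the screen-wide mean plus 3 SD, computed separately per campaign, cut at about 16% in these data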;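 note: 0% = DMSO wells and 100% = 60 µM geldanamycin wells; inhibitors lower the luminescence because luciferase stays unfolded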
# Starred values were filed as active, the others as inactive; / = not tested or not shown.
SMILES,GSK3beta inhib,AI-2 QS modul,HSF1 activator,HSF1 inh,HIF activator,IEC-6 tox,aSyn UTR inh,KLF5 inhibitor,GSK3A inh,HSP90 inh
COc1ccc(C(c2nnnn2C2CCCC2)N2CCN(C3CCCC3)CC2)cc1OC (stereo not drawn),1,4,0,-6,0.1,1,-25,-12,1,1
COc1ccc(C2CC(c3cccs3)=NN2c2nc(C)c(C(C)=O)s2)cc1OC (stereo not drawn),0,23,149*,80,0.0,-2,4,-33,/,0
C=CCNC(=S)Nc1ccc(F)cc1F,-2,16,14,-1,0.0,0,-12,29,/,-2
N#Cc1ccc(NC(=S)Nc2ccccc2)cc1,1,12,24,5,1.1,6,-12,-9,0,6
CCOC(=O)c1c(NS(=O)(=O)c2ccc(Br)cc2)sc2c1CCC2,0,9,39,-1,-1.6,-2,1,10,-1,0
N/C(Cc1cccc2ccccc12)=N\O,-1,16,-8,-6,-0.4,2,10,-6,-1,0
COc1ccc(CN2CCCC(C(=O)N(C)Cc3ccccc3)C2)cc1OC (stereo not drawn),2,7,-5,2,-0.1,4,7,-8,-1,-1
Cc1c(C(=O)N/N=C/c2ccncc2)no[n+]1[O-],0,28,9,2,-0.3,0,27,-2,5,2
COc1ccc(-c2cc(-c3nnc(COC(=O)C4CC4)o3)c3ccccc3n2)cc1OC,0,11,1,-3,0.0,3,16,-8,1,4
Cc1ccc(C)c(Cn2c(O)c(N=NC(=S)Nc3ccccc3F)c3ccccc32)c1,-2,16,-28,-22,-0.4,-3,72*,8,-3,5
COc1ccc(NC(=S)N(CCN(C)C)C(C)c2ccco2)cc1Cl (stereo not drawn),0,4,-6,-1,-0.2,-4,-2,-23,-1,2
COc1cc2c(cc1OC)C(C)N(C(=O)Cn1ncc3c1-c1ccccc1OC3)CC2 (stereo not drawn),3,25,-3,-4,-0.3,2,10,-22,0,-1
COc1ccc(-c2nnc(SCC(=O)Nc3nc4ccccc4s3)n2C)cc1,4,30,6,-2,-23,3,13,-24,/,5
N#Cc1c(N)sc2c1CCN(CCc1ccccc1)C2,-2,29,-1,-5,-2.0,3,-4,13,2,-1
COC(C[C@@H](O)[C@@H](C)[C@H](O)COCc1ccccc1)OC,3,1,8,-8,-0.1,/,22,/,/,/
CCC1CCCCN1S(=O)(=O)c1ccc(NC(=O)c2snnc2C)cc1 (stereo not drawn),0,13,30,14,-0.6,8,8,-17,/,3
Cc1cc(-n2c(=O)c(C#N)cc3c(=O)n4ccccc4nc32)no1,-3,14,4,0,0.0,1,-10,-8,0,6
CC(C)N1CC(C(=O)Nc2ccc(S(=O)(=O)N3CCCCC3)cc2)CC1=O (stereo not drawn),-25,22,-1,-3,0.0,-4,11,-68,-1,26*
COc1ccc(C)cc1NC(=O)CSc1nc(SC)ns1,-3,13,25,6,0.1,1,7,-24,-2,-1
COC(=O)c1ccc2[nH]ccc2c1,-1,-5,18,-1,0.7,6,-13,-27,/,-2
OCCCNc1nccc(-c2cc(Nc3cccc(Cl)c3)ncn2)n1,-98*,23,-71,-64*,-1.7,/,73*,/,89*,/
COC(CNC(=O)c1cc(-c2ccncc2)nc2ccc(S(=O)(=O)N3CCOCC3)cc12)OC,-3,19,-12,-8,-1.0,-7,-13,-20,-3,-3
Cc1ccc(S(=O)(=O)Cn2nnnc2CN2CCN(Cc3ccc4c(c3)OCO4)CC2)cc1,4,16,-38,-31,1.8,10,20,-1,-6,4
CCC1(C)Cc2c(C#N)c(N)n(N)c(=S)c2CO1 (stereo not drawn),-2,-5,-11,-11,-0.6,-2,20,-41,6,1
COc1ccc(CC(=O)Nc2sc3c(c2C#N)CC(C)(C)NC3(C)C)cc1OC,2,23,14,-7,-1.2,-4,-10,-6,-2,0
Nc1nc2ccccc2cc1S(=O)(=O)c1ccccc1,-1,9,14,-4,-0.3,14,25,9,-8,1
Cc1cc(Oc2ccc(C)c(Cl)c2)nc(SCC(=O)c2ccccc2)n1,-1,21,27,11,-0.3,-2,31,-1,0,4
Cc1ccc(-c2csc3nc(-c4ccncc4)[nH]c(=O)c23)cc1,0,2,-6,2,0.0,0,-86,1,-2,-2
CC1CCCC(NC(=O)COC(=O)CSc2ccc3ccccc3c2)C1C (stereo not drawn),-6,12,19,-1,0.1,-9,-2,-15,/,0
COc1cccc(NC(=O)C(=S)NC2CCCCC2)c1,-4,-26,15,9,0.4,-6,-85,-110,-2,4
OC(CNCc1ccc(Cl)cc1)(c1ccccc1)c1ccc(F)cc1 (stereo not drawn),-1,36,27,23,-0.4,4,11,21,-1,4
c1ccc2c3c(c(CN4CCCCC4)cc2c1)COC3,-2,-1,29,10,-0.5,-3,18,-8,-1,-1
CCN(CC)S(=O)(=O)c1cccc(NC(=O)COC(=O)CCC(=O)c2ccc(F)cc2)c1,2,12,-19,-22,-0.1,-4,36,2,1,0
Cc1cc(C)n(CC(=O)c2cccc(N)c2)n1,1,0,6,-1,-0.6,-4,-9,-18,-1,-7
COc1ccc(N2CCN(Cc3nc4c(c(=O)[nH]c(=O)n4C)n3Cc3cccc(Cl)c3)CC2)cc1,2,3,5,4,-0.2,/,20,/,1,/
COC(=O)c1sc2nc(C)nc(SCC(=O)N3CCC(C(=O)O)CC3)c2c1C,-5,17,8,-5,0.2,-7,7,-3,1,-2
Cc1csc(NC(=O)c2ccc3c(=O)n4c(nc3c2)CCCCC4)n1,-1,7,-4,-8,1.6,3,-139,-118,-1,-3
Cn1c2ccccc2c(=O)c2c(=O)n(C3CCCCC3)c(-c3ccco3)nc21,3,11,28,15,0.9,-7,-4,8,5,-4
Cc1cc(C)n2nc(CC(=O)NC3CCCCCCC3)nc2n1,0,12,7,-1,0.3,4,-1,-4,0,0
Cc1scc(C(=O)NNC(=S)NCC2CCCO2)c1-c1ccccc1 (stereo not drawn),-1,0,-12,0,0.3,6,-7,6,-1,-1
COc1ccc(Nc2nc(-c3sc(N)nc3C)cs2)cc1,1,-9,23,4,1.1,-1,-60,-11,3,30*
CC(C)(C)NC(=O)NC(=O)CSc1nnc(COc2ccccc2Cl)o1,3,17,17,17,0.1,0,3,-14,13,3
Cc1ccc2nc(Cl)c(C3CC(c4ccco4)=NN3S(C)(=O)=O)cc2c1 (stereo not drawn),13,20,1,6,-0.2,-9,4,15,1,-2
COc1ccc(N(CC(=O)N2CCCCCC2)S(=O)(=O)c2ccc(OC)c(OC)c2)cc1,4,16,1,1,0.3,-8,11,-13,-3,-4
Cc1cc(=O)n2nc(N3CCC(C(=O)N4CCN(Cc5ccccc5)CC4)CC3)sc2n1,4,11,-11,-5,0.1,-2,6,4,-1,2
CC(C)COP(=O)(c1ccc(N(C)C)cc1)C(O)c1ccc(Br)cc1 (stereo not drawn),0,33,28,17,-31,-6,-5,-47,-3,0
CCOC(=O)c1cc2oc(C)cc2n1CC(=O)OC1CCCCC1,1,5,21,3,-0.3,0,20,6,-1,0
COc1ccc(C(=O)NNC(=O)CSc2nnc(C(C)C)n2C)cc1,4,27,-10,-1,-0.1,-3,-3,-46,-3,1
CCN(CC)c1ccc(NC(=O)COC(=O)CSc2ccc(Br)cc2C)cc1,1,37,-7,1,-1.2,-6,15,3,-2,-1
CCOc1nc(C)cc(C)c1S(=O)(=O)c1cccc(Cl)c1,-2,-3,18,0,2.9,4,22,-26,-5,11

# Going on with the list.
SMILES,GSK3beta inhib,AI-2 QS modul,HSF1 activator,HSF1 inh,HIF activator,IEC-6 tox,aSyn UTR inh,KLF5 inhibitor,GSK3A inh,HSP90 inh
Cc1nnc(NC(=O)/C=C/c2ccco2)s1,1,13,9,3,1.6,0,-101,-12,0,-1
O=C(NC1CC1)C1=NOC(CNc2ncc(C(F)(F)F)cc2Cl)C1 (stereo not drawn),0,1,21,11,0.4,4,13,-15,-1,4
CC(=O)c1cn(-c2ccc(Cl)cc2)c(=O)n(Cc2ccc(Br)cc2)c1=O,2,10,1,-2,0.0,3,28,-23,1,2
COc1nc(N(C)S(=O)(=O)c2ccc(C)cc2)nc(C)c1Cl,-1,2,-2,2,-0.5,-2,9,-21,-4,-4
COC(=O)[C@H](CCSC)NC(=O)NC1CCN(Cc2ccccc2)CC1,1,14,/,/,-0.3,-4,-4,0,3,3
COc1ccc(C)cc1C(=O)CCC(=O)NCCc1ccc(S(N)(=O)=O)cc1,-5,19,29,-2,0.9,-8,1,-7,-1,-2
O=C(C1Cc2ccccc2O1)N1CCCCC1 (stereo not drawn),0,20,2,3,0.4,-14,12,-8,-2,-1
CCC/S(CC1CC1(Cl)Cl)=N\S(=O)(=O)c1ccc(C)cc1 (stereo not drawn),-1,12,-4,2,0.1,1,-2,-31,-3,2
C=CCN(CC=C)C(=S)NC(=O)Cc1cccc2ccccc12,2,3,11,3,-0.4,1,10,5,0,2
Cc1ccc(/C=C/C(=O)O)cc1S(=O)(=O)N1CCCCC1,1,19,-5,-6,-0.2,4,22,2,-2,-1

# Entries of single compounds, looked up by structure.
# CCC1CCCCN1S(=O)(=O)c1ccc(NC(=O)c2snnc2C)cc1 (stereo not drawn) across the screens: GSK3beta inhib: 0; AI-2 QS modul: 13; HSF1 activator: 30; HSF1 inh: 14; HIF activator: -0.6; IEC-6 tox: 8; aSyn UTR inh: 8; KLF5 inhibitor: -17; GSK3A inh: /; HSP90 inh: 3
# Cc1ccc2nc(Cl)c(C3CC(c4ccco4)=NN3S(C)(=O)=O)cc2c1 (stereo not drawn) across the screens: GSK3beta inhib: 13; AI-2 QS modul: 20; HSF1 activator: 1; HSF1 inh: 6; HIF activator: -0.2; IEC-6 tox: -9; aSyn UTR inh: 4; KLF5 inhibitor: 15; GSK3A inh: 1; HSP90 inh: -2

# Continuation:
SMILES,GSK3beta inhib,AI-2 QS modul,HSF1 activator,HSF1 inh,HIF activator,IEC-6 tox,aSyn UTR inh,KLF5 inhibitor,GSK3A inh,HSP90 inh
CC1Cc2ccccc2N1C(=O)COC(=O)c1ccc(S(=O)(=O)N(C)C)cc1 (stereo not drawn),5,9,-82,-78*,-0.1,-7,9,-8,-1,-3
Cc1cc(N2C(=O)C(O)=C(C(=O)c3cc4ccccc4o3)C2c2ccc(Br)cc2)no1 (stereo not drawn),2,9,30,15,1.1,7,-9,-76,-1,-1
COc1ccc(S(=O)(=O)N2CCCCC2)cc1NS(=O)(=O)c1ccccc1F,0,0,-4,-12,-1.0,-6,-7,-19,0,-1
Cc1ccc(S(=O)(=O)NC2(C(F)(F)F)NC(=O)N(c3ccccc3F)C2=O)cc1 (stereo not drawn),2,-2,-15,-6,0.1,3,-4,12,-3,-1
